NALP1 yeast inh = NALP1 inflammasome inhibitors in reconstituted yeast, colorimetric, S. cerevisiae, triplicate retest; S. cerevisiae NALP1/ASC/caspase-1 growth, X-gal OD620, 72 h; inhibition, % at 10 µM; actives 0.61% (n = 280,000); in the data active = inhibition mostly above about 24%, no sharp cut-off; inactive = mostly below about 32%; note: some compounds called inactive have numbers as strong as hits
MEKK3 PB1 HTS = modulators of MEKK3-MEK5 PB1 binding, primary screen, biochemical, wildtype MEKK3, multiplex bead flow cytometry, Alexa488-MEK5 | Mitogen-activated protein kinase kinase kinase 3 (Homo sapiens), Q99759 | bead-based flow cytometry, Alexa488-MEK5 binding to MEKK3; actives lie on both sides; 0 = blocked by unlabeled MEK5, 100 = vehicle | binding response (% of control), % at 10 µM | actives 1.4% (n = 290,000) | AID 1529, 2009;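 active = binding response more than 3 SD above or below the average of its plate-row segment, actives on both sides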;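 note: Alexa488 bead fluorescence after subtracting the streptavidin-only scavenger bead signal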
GalR3 antagonist = GalR3 antagonists in HEK293 cells, primary screen, cell-based, fluorescence readout; HEK293 GalR3-CNG cAMP membrane potential fluorescence; galR3 body fused to GalR1 C-terminus; Galanin receptor type 3 (Homo sapiens), O60755; actives 0.44% (n = 360,000); inhibition, % at 3 µM;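 active = inhibition above the screen-wide average plus 3 SD, cut at about 13% in these data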;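 note: forskolin and galanin both at EC90 stimulate the cells; cAMP rise reported by CNG channel membrane potential dye signal; 0% = forskolin plus galanin with DMSO and 100% = forskolin alone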
Target sequence (O60755 1-299 limits assumed): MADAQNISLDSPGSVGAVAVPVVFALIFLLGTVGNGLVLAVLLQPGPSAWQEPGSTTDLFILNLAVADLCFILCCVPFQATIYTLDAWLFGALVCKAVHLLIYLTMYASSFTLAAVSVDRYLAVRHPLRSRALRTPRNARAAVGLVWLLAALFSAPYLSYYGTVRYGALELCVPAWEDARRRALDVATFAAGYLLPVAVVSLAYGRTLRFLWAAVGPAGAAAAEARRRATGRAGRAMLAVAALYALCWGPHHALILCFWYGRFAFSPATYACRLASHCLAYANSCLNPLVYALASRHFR
OXTR ag = human OXTR agonists, primary screen, fluorescence, CHO-OTR cells, Fluo-8 calcium; Oxytocin receptor (Homo sapiens), P30559; Fluo-8 calcium fluorescence; normalized: DMSO 0%, oxytocin 100%; activation, % at 3 µM; actives 0.32% (n = 320,000); AID 2435, 2010;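 active = activation above the mean of all tested compounds plus 3 SD, cutoff set per screening run, cut at about 20% in these data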;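 note: peak over basal fluorescence ratio from a 100 s FLIPR kinetic read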
PHOSPHO1 inh = PubChem AID 1565. actives 1.1% (n = 290,000). Phosphoethanolamine/phosphocholine phosphatase (Homo sapiens), Q8TCT1. recombinant PHOSPHO1, absorbance phosphatase assay. inhibition, % at 13.3 µM; in the data active = inhibition above about 60%
Target sequence (Q8TCT1 whole entry, looked up): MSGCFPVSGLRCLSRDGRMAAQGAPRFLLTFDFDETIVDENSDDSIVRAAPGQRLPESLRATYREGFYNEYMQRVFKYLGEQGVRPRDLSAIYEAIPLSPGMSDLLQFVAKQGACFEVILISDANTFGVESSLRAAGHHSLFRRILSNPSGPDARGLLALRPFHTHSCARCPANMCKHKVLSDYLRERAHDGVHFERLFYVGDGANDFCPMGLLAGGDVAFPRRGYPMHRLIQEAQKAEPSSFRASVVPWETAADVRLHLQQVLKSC
GPR7 antagonist = GPR7 receptor antagonists, primary screen, cell-based, fluorescence, single concentration | GPR7-expressing cells, fluorescence antagonist assay | inhibition, % at 4.4 µM | AID 1861, 2009 | actives 1.1% (n = 290,000) | Neuropeptides B/W receptor type 1 (Homo sapiens), P48145; in the data active = inhibition above about 16%, passing the limit was not always enough;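 note: cells stimulated with the agonist NPW; 0% = agonist with vehicle and 100% = vehicle without agonist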
Target sequence (P48145 whole entry, looked up): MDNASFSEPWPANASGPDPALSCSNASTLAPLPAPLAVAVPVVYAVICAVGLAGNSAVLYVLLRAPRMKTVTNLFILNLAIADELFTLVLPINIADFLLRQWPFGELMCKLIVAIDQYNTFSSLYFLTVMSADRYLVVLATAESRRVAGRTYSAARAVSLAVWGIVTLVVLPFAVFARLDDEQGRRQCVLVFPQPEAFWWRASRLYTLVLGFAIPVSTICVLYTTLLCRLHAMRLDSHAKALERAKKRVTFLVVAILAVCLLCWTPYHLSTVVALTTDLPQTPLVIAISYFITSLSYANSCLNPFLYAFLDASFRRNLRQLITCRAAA
MEKK2wt PB1 HTS = modulators of MEK5 binding to wildtype MEKK2, primary screen, biochemical, multiplex bead flow cytometry, Alexa488-MEK5 | Mitogen-activated protein kinase kinase kinase 2 (Homo sapiens), Q9Y2U5 | Alexa488-MEK5 binding to MEKK2 WT; actives lie on both sides | binding response (% of control), % at 10 µM | actives 1.1% (n = 290,000) | AID 1531, 2009; in the data active = binding response below about 67% or above about 130%
V1R ag counter = agonists of human V1a receptor, primary screen, counter-screen for OXTR agonist project, fluorescence, CHO-V1R cells | Fluo-8 calcium fluorescence, agonist mode; 0% DMSO, 100% 3 nM vasopressin | actives 0.25% (n = 320,000) | activation, % at 3 µM | Vasopressin V1a receptor (Homo sapiens), P37288;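 active = activation above the mean activation of all tested compounds plus 3 SD, per screening run, cut at about 20% in these data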;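 note: signal is peak over basal fluorescence ratio across a 100 second FLIPR read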
MEKK2mut PB1 HTS = MEK5 binding signal on mutant MEKK2 PB1, primary screen, biochemical, multiplex bead flow cytometry, Alexa488-MEK5. actives 0.35% (n = 290,000). percent response, % at 10 µM. AID 1530, 2009. Alexa488-MEK5 binding to MEKK2 mutant; in the data active = percent response above about 24%, passing the limit was not always enough; note: inactives centre near 1; some results filed as inactive read as strong as hits; reference of the scale not given here
Starred values were filed as active, the others as inactive; · = not tested or not shown.

Start of the data: the first 2 records, to show the layout:
SMILES	NALP1 yeast inh	MEKK3 PB1 HTS	GalR3 antagonist	OXTR ag	PHOSPHO1 inh	GPR7 antagonist	MEKK2wt PB1 HTS	V1R ag counter	MEKK2mut PB1 HTS
Cn1cc([N+](=O)[O-])c(C(=O)Nc2cc(Oc3ccccc3)cc([N+](=O)[O-])c2)n1	17	110	2	-0.5	-22	3	106	0.4	4
COc1ccc2c(c1)nc(CN1CCN(CCO)CC1)n2C	-6	110	-9	-0.4	·	-13	128	0.9	32*

Main list, from the first entry:
SMILES	NALP1 yeast inh	MEKK3 PB1 HTS	GalR3 antagonist	OXTR ag	PHOSPHO1 inh	GPR7 antagonist	MEKK2wt PB1 HTS	V1R ag counter	MEKK2mut PB1 HTS
Cn1cc([N+](=O)[O-])c(C(=O)Nc2cc(Oc3ccccc3)cc([N+](=O)[O-])c2)n1	17	110	2	-0.5	-22	3	106	0.4	4
COc1ccc2c(c1)nc(CN1CCN(CCO)CC1)n2C	-6	110	-9	-0.4	·	-13	128	0.9	32*
COc1ccc(C(=O)c2coc3c2C(=O)C(=O)c2ccccc2-3)cc1	10	95	0	-1.7	20	13	95	1.2	-9
CCc1ccc(C2c3[nH]c4ccccc4c3CCN2C(=O)c2cc(C)nn2C)cc1 (configuration not stated)	-11	67	-4	0.0	31	20	69	1.0	-18
CCOn1c(=O)c(=O)n(OCc2ccccc2)c2ccccc21	19	101	-4	-0.1	10	4	105	0.1	8
O=C(O)CN(c1ccccc1F)S(=O)(=O)c1ccccc1	8	100	3	1.0	-4	5	97	0.1	-3
O=C(O)c1ccc(NC(=O)C2CC=CCC2C(=O)O)cc1 (configuration not stated)	4	105	-4	0.3	-10	-11	107	0.0	17
Cc1cc(C)cc(NC(=O)Cn2c(=O)oc3cc(S(=O)(=O)N4CCC(C)CC4)ccc32)c1	12	96	1	2.7	-5	-16	92	5.4	-8
O=C(NNC(=O)c1ccccc1O)c1ccc(Br)cc1	15	106	-7	-0.6	44	-3	97	1.2	-1
CC1(C)OC(=O)C(=CNC(CO)C(=O)O)C(=O)O1 (configuration not stated)	2	91	-6	0.8	2	-6	88	0.3	-9
Cc1ccc(CSCC(=O)N/N=C/c2ccc(OCC(=O)Nc3ccc(C)cc3)cc2)cc1	-9	·	-4	-0.1	30	-10	·	0.1	·
CCOC(=O)C1(CC2CCCCO2)CCN(S(=O)(=O)c2ccc(OC)cc2)CC1 (configuration not stated)	1	102	-5	-2.2	10	5	98	0.3	-3
c1coc(CNc2nc3ccccc3s2)c1	21	101	-9	-1.1	15	6	99	-0.1	-3
COc1cccc(-c2cc(C(=O)NCc3ccco3)no2)c1	29*	103	-6	-1.5	-19	0	108	-0.8	9
Cc1nn(CCOc2cccc(Br)c2)c(C)c1[N+](=O)[O-]	33	116	-1	-0.2	53	9	106	-0.4	-4
COc1ccc(N2CCN(C(=O)C(=O)c3c[nH]c4ccccc34)CC2)cc1	14	94	-2	2.5	28	-5	95	1.0	-4
CC(=O)N(Nc1ccccc1)c1ccccc1	-4	103	-10	0.8	24	-17	107	2.5	6
O=C(CSc1nnnn1-c1cccc(F)c1)Nc1nc2ccccc2s1	10	98	-2	3.7	-2	-8	112	3.2	0
CCCCCn1c(C)c2c(OCC)cccc(=O)c2c1C	·	99	-2	-1.9	42	0	102	0.3	8
O=C(CCc1nc2ccccc2c(=O)[nH]1)Nc1ccc(N2CCCCC2)cc1	21	119	6	-0.8	27	-7	107	0.0	-2
COc1cccc(-n2c(SCC(=O)N3c4ccccc4CC3C)nnc2-c2ccco2)c1 (configuration not stated)	7	97	-2	-2.3	26	4	97	-0.6	-1
CCCC(NS(=O)(=O)c1ccc(OC)cc1)C(=O)O (configuration not stated)	5	100	-2	2.0	4	-7	101	0.3	-4
COC(=O)C1=C(C(=O)OC)C(c2ccccc2O)c2sc(=O)[nH]c2S1 (configuration not stated)	27	125	-4	0.3	2	-9	105	0.2	1
Cc1occc1C(=O)Nc1cc(=O)n(C)c(=O)n1C	-6	102	-3	1.0	-10	2	104	0.8	3
Cc1ccc(S(=O)(=O)NCCCNC(=O)N2CCOCC2)cc1	7	83	-1	0.5	-18	-7	84	2.3	-8
CC(C)CC(=O)NC(=S)Nc1ccc(S(=O)(=O)NC(C)(C)C)cc1	16	103	-4	4.8	-8	-6	102	5.5	-1
O=C(Cn1[nH]c(=O)c2ccccc2c1=O)NC1CCN(Cc2ccccc2)CC1	3	94	-8	0.3	9	-8	96	-0.2	-6
CCCCN(C(=O)c1ccc(C#N)cc1)c1c(N)n(CCC)c(=O)[nH]c1=O	18	100	-10	0.7	35	-6	104	0.5	2
CCn1cc(CNC(=O)c2ccc3nc(Cc4ccccc4F)oc3c2)cn1	-1	102	-9	16	20	2	103	16	4
CCOc1ccc(Cn2ccnc2)cc1[N+](=O)[O-]	-28	129*	-1	-0.4	-9	-3	106	0.7	3
COc1ccc(NC(=O)COC(=O)CCNS(=O)(=O)c2ccc(Cl)cc2)cc1	·	102	1	5.3	24	-10	108	6.0	4
Cc1nnc(SCC(=O)N2CCN(S(=O)(=O)c3ccc(Cl)cc3)CC2)[nH]c1=O	0	100	1	0.2	41	-10	103	0.2	6
COc1ccc(Nc2nnc(SCC(=O)N3CC(=O)Nc4ccccc43)s2)cc1	15	92	-5	-1.1	41	-2	94	-0.1	-7
Cn1c(C(=O)N2CCN(c3nc4ccccc4s3)CC2)cc2sccc21	16	100	-5	4.3	-30	-8	95	6.7	-3
COc1ccc2[nH]cc(CCNC(=O)Nc3ccccc3C)c2c1	12	107	-6	0.9	8	-8	105	1.4	2
COc1ccc(-n2c(CN3CCC(C(N)=O)CC3)nc3ccc([N+](=O)[O-])cc3c2=O)c(OC)c1	25	94	-5	0.4	28	-1	92	-0.1	-6
O=C(CSc1nnc(COc2ccc(Cl)cc2)o1)N1CCCC1	15	99	-9	2.7	22	5	98	4.7	-4
CC(=O)NC(O)C(=O)c1ccccc1 (configuration not stated)	5	101	-2	-0.9	6	4	104	-0.5	0
CCOC(=O)CSc1nc2c(c(=O)n(Cc3ccccc3Cl)c(=O)n2C)n1C	9	100	-3	0.1	0	0	101	1.8	-2
COc1cc(NC(=O)c2cccc(Cl)c2)c(OC)cc1NC(=O)CN1CCOCC1	-20	100	1	-1.6	-18	1	101	-0.8	-2
O=C(Oc1ccc(-c2nnco2)cc1)N1CCOCC1	-111	95	-5	0.1	0	-16	104	0.8	2
Cc1ccccc1NC(=O)/C=C/c1cccc(C(F)(F)F)c1	4	85	-4	-0.6	-14	-4	85	-0.9	-8
COc1cc(NC(=O)CC2NCCNC2=O)cc(OC)c1 (configuration not stated)	-16	101	-1	-0.3	6	-1	101	-0.1	-1
O=C(CSc1nc2ccccc2c(=O)n1Cc1ccc(F)cc1)NCc1cccs1	16	89	-3	-1.1	17	-9	89	-0.4	-3
Cc1nn(-c2ccccc2)cc1/C=N/NC(N)=S	3	99	-4	-0.4	15	-7	103	-0.4	2
COc1ccc(-c2csc(NNC3=NCCCCC3)n2)cc1	11	108	-7	-0.9	32	0	110	0.2	-1
O=C(O)C1CSC(c2ccncc2)N1 (configuration not stated)	·	111	·	1.2	10	-11	107	0.7	9
CC(C)c1nc(SCc2ccccn2)c2c(=O)n(C)c(=O)n(C)c2n1	·	107	·	-2.3	16	-10	109	0.1	5
C=C(C)c1nc2cc(OC)c(OC)cc2c(=O)o1	0	106	-2	-0.9	3	-3	109	-0.1	7
O=[N+]([O-])c1cc2c(c(CSc3nnnn3-c3ccc(O)cc3)c1)OCOC2	37	107	0	7.2	-16	15	102	5.4	-1

Other entries follow.
SMILES	NALP1 yeast inh	MEKK3 PB1 HTS	GalR3 antagonist	OXTR ag	PHOSPHO1 inh	GPR7 antagonist	MEKK2wt PB1 HTS	V1R ag counter	MEKK2mut PB1 HTS
Cc1ccc(N(C(=O)c2ccco2)C(C(=O)NC2CCCC2)c2cccnc2)cc1 (configuration not stated)	7	103	-5	-1.6	-65	0	106	-0.5	5
O=C(NC1CCSc2ccccc21)c1cccc(Br)c1 (configuration not stated)	16	95	-7	-1.2	20	27*	98	1.2	-8
COC(C/C=C\[C@H](O)COCc1ccccc1)OC	·	101	10	0.8	·	·	97	0.9	-4
Cc1ccc(Sc2c(C#N)c(-c3ccccc3)nn2C)cc1	-9	87	-8	0.6	21	-2	84	0.7	-7
COc1cc(-c2nc3ccccn3c2/N=C/c2ccc(F)cc2)ccc1O	7	88	-5	0.0	-20	8	83	0.7	-19
O=C(O)c1cc(-c2ccc(/C=C3/SC(=S)N(Cc4ccccc4)C3=O)o2)ccc1Cl	-1	98	-1	·	65*	-3	80	·	-12
COc1ccc(C(=O)NCc2ccc(N3CCN(C)CC3)cc2)cc1	5	109	-7	0.7	-8	-1	107	1.0	9
CCOc1ncccc1C(=O)NCCc1ccc(Cl)cc1	25	104	-7	-2.0	2	-7	100	-0.4	10
O=C(C1CCCN(S(=O)(=O)c2ccc(F)cc2)C1)N1CCCCCC1 (configuration not stated)	25	99	0	0.2	23	-5	104	0.4	4
COc1ccc(CCN=C(N)NS(=O)(=O)c2ccc(C)cc2)cc1OC	6	96	0	0.6	3	0	92	-0.2	-9
CCOC(=O)CNC(=S)N(Cc1cccs1)C1CCCCC1	11	101	-3	-2.6	-4	-10	96	0.1	-2
COc1ccc(C2=NS(=O)(=O)N(C)C(C(=O)N3CCN(C)CC3)=C2)cc1	6	99	·	0.0	33	3	98	1.3	6
N#Cc1c(NC(=O)CSc2nnnn2C2CCCCC2)sc2c1CCCC2	16	81	-1	0.5	4	13	82	-0.4	-7
N#Cc1cc2cc3c(cc2nc1SCC(=O)N1CCCC1)OCCO3	25	101	·	-1.3	9	-9	102	-0.7	6
COc1ccc(NC(=O)CN2C(=O)CSc3ccc(S(=O)(=O)N4CCCC4)cc32)cc1OC	12	103	-5	-0.8	18	-2	103	-0.7	5
Cc1ccc(NC(=O)CN2C(=O)C3CC=CCC3C2=O)cc1S(=O)(=O)N1CCOCC1 (configuration not stated)	1	59	2	-0.4	12	-4	68	-1.0	-14
O=C(c1ccccc1NS(=O)(=O)c1ccc(F)cc1)N1CCOCC1	4	100	1	-1.1	5	1	103	1.2	1
O=C(O)CCN1C(=O)c2ccc(NC(=O)C(c3ccccc3)c3ccccc3)cc2C1=O	16	78	4	0.3	33	-11	74	-0.1	-4
CC(=O)Nc1ccc(NS(=O)(=O)C(F)(F)F)cc1	4	103	1	2.0	19	-15	102	-0.7	1
CCOC(=O)CNc1c(-c2ccc(F)cc2)nc2cnccn12	11	98	-1	-0.5	1	-3	104	-0.2	-1
COc1ccc(CCNC(=O)CCn2c(=O)c3ccccc3n(CC(=O)NCC3CCCO3)c2=O)cc1OC (configuration not stated)	11	111	1	0.0	-13	-4	107	0.5	-2
